tim10-1 inh: growth inhibitors of tim10-1 mutant yeast, primary screen, luminescence, uHTS; AID 463190, 2010; 330,000 tested, 2.2% active; inhibition, % at 20 µM; S. cerevisiae tim10-1 ts strain growth, BacTiter-Glo, 24 h;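 active = inhibition of at least 40%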;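 note: mutant grown at 25 °C; 0% = DMSO wells with yeast and 100% = wells holding no yeast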
CXCR6 inh: CXCR6 receptor inhibitors, primary screen, cell-based, beta-arrestin, luminescence, CHO-K1 PathHunter, 1536-well; C-X-C chemokine receptor type 6 (Homo sapiens), O00574; inhibition, % at 20 µM; 360,000 tested, 0.36% active; AID 602244, 2012; in the data active = inhibition above about 34%, passing the limit was not always enough;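 note: antagonist mode with CXCL16 agonist at 10 nM final; 0% = 10 nM CXCL16 with DMSO and 100% = unstimulated wells without agonist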
Mdm2 MdmX PPI: inhibitors of human Mdm2-MdmX association, primary screen, cell-based, luminescence, split luciferase, SaOS-2, uHTS | Protein Mdm4 (Homo sapiens) + E3 ubiquitin-protein ligase Mdm2 (Homo sapiens), … | SaOS-2 split-luciferase Mdm2/MdmX complementation | inhibition, % at 8 µM | 330,000 tested, 3% active;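 active = inhibition of at least 50% at 8 µM in the primary screen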
Target sequence (O15151 whole entry, looked up): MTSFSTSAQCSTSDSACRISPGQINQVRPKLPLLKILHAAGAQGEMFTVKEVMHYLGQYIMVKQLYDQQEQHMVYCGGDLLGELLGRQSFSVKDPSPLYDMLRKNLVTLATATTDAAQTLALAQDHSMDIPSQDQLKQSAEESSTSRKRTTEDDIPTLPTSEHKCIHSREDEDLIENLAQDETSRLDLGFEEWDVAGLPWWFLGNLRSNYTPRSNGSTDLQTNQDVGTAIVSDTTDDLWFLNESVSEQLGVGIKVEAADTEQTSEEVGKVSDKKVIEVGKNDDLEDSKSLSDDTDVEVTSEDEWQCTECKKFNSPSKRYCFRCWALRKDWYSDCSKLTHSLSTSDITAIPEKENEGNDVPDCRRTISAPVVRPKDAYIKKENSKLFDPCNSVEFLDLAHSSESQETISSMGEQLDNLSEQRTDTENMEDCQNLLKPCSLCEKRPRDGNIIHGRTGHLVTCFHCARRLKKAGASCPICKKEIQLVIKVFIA
Target sequence (Q00987 whole entry, looked up): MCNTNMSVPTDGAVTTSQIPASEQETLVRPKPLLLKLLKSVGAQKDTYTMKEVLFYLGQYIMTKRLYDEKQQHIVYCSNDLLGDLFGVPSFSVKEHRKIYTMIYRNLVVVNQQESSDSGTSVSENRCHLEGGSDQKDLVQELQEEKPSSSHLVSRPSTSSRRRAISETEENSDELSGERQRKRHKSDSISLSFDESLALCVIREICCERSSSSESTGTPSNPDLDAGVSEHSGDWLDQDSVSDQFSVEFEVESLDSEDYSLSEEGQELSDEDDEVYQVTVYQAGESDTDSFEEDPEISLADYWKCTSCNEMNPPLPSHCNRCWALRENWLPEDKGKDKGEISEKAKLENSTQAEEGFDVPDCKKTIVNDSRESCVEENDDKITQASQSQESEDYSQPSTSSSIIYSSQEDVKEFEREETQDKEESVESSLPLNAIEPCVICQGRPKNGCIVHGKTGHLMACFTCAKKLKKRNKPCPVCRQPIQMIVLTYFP
TIM10 inh: growth inhibitors of isogenic TIM10 control yeast, primary screen, counter-screen for tim10-1 yeast inhibitor project, luminescence, uHTS; 330,000 tested, 1.4% active; AID 463195, 2010; inhibition, % at 10 µM; S. cerevisiae TIM10 strain growth, BacTiter-Glo luminescence, 24 h;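 active = inhibition of 40% or more at the single tested concentration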;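 note: wild-type TIM10 isogenic control strain grown at permissive 25 °C; 0% = DMSO yeast wells and 100% = minimal medium wells without yeast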
APJ antag: antagonists of human apelin receptor APJ, primary screen, CHO-K1 cells, beta-arrestin complementation, luminescence | P35414 | inhibition, % at 20 µM | 330,000 tested, 0.32% active;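 active = inhibition above about 40% at 20 µM, limit read from the data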;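 note: cells challenged with 10 nM apelin-13 agonist together with compound; plate controls were apelin-13 plus DMSO wells for no effect and DMSO wells lacking apelin-13 for full effect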
XBP1 UPR activ: activators of adaptive XBP1 UPR arm, primary screen, cell-based, CHO-XBP1 luciferase reporter, luminescence, uHTS | AID 463104, 2010 | 330,000 tested, 0.33% active | IRE1-XBP1 UPR activation; percent of tunicamycin response, DMSO as zero | activation, % at 20 µM;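 active = versus positive control, 20 µM dose yields 30% or more activation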;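 note: 100% = tunicamycin at 10 µg/mL and 0% = DMSO only wells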
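Assay system: CHO-XBP1 luciferase reporter cells; Schedule: 6 h treatment, 37 °C; Detection: glow luminescence from Steady-Glo reagent; Benchmarks: high control tunicamycin 10 µg/mL final, low control DMSO vehicle only.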
APJ agonist: agonists of human apelin receptor APJ, primary screen, CHO-K1 cells, PathHunter beta-arrestin, luminescence; P35414; 0% DMSO wells, 100% apelin; activation, % at 20 µM; 330,000 tested, 0.11% active; AID 2520, 2010;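 active = activation more than six SD over the plate average, tested at 20 µM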;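 note: 0% = DMSO alone and 100% = apelin-13 at 10 nM; some results filed as inactive read as strong as hits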
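Test system – PathHunter CHO-K1 APJ (AGTRL-1) beta-arrestin reporter cells · Input – 1000 cells/well · Compound – single test compound dose, 20 µM final, 1% DMSO · Times – compound stimulation 90 min at 25 °C, detection 60 min · Technique – beta-gal luminescence · Read-out basis – APJ–arrestin association signal · Control set – negative DMSO alone, positive Apelin-13 at 10 nM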
UPR CHOP act: activators of apoptotic CHOP UPR arm, primary screen, cell-based, CHO-CHOP luciferase reporter, luminescence, uHTS | activation, % at 10 µM | AID 449763, 2010 | 330,000 tested, 0.34% active | UPR activation; percent of tunicamycin response over DMSO baseline;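 active = at 10 µM dose, activation of 40% or more, normalized to positive control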;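 note: 100% = tunicamycin at 10 µg/mL and 0% = DMSO alone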
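assay system = CHO CHOP reporter cells | amount = 500 CHO-CHOP cells per well | buffer or medium = F12 with 10% FBS | incubation = 16-18 h cell attachment, then 6 h compound exposure, 37 °C | detection = luminescence read with Steady-Glo | read-out = percent activation relative to tunicamycin control | controls = tunicamycin high control, DMSO low control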
tim23-1 inh: growth inhibitors of tim23-1 mutant yeast, primary screen, luminescence, uHTS; S. cerevisiae tim23-1 growth, BacTiter-Glo luminescence, 24 h; inhibition, % at 20 µM; 330,000 tested, 1.3% active;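 active = growth inhibition of the mutant yeast at or above 50%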;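 note: temperature-sensitive mutant grown at 25 °C; plate controls were DMSO-treated mutant yeast for no effect and medium wells lacking yeast for full effect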
* = called active by the depositor; . = no result given.

Each structure is followed by: tim10-1 inh, CXCR6 inh, Mdm2 MdmX PPI, TIM10 inh, APJ antag, XBP1 UPR activ, APJ agonist, UPR CHOP act, tim23-1 inh
1: Cc1cc(Cl)ccc1OCCCC(=O)NCCN1C(=O)S/C(=C\c2cccnc2)C1=O
 : 26, 0, -31, 15, -3, -2, 0, 0.9, 43
2: CC1(C)CC(=O)C(N=Nc2cccc([N+](=O)[O-])c2)=C(O)C1
 : 25, 20, 23, 20, 17, 0, 1, 7.1, 88*
3: COc1ccc(NC(=O)CSCc2cc(=O)n3nc(C4CC4)sc3n2)cc1
 : -11, 3, 14, 11, 4, -4, 4, 0.7, -8
4: O=C(O)CCCC(=O)N1N=C(c2ccccc2)CC1c1ccc2nccnc2c1 (stereo not drawn)
 : 13, 1, -15, 2, -13, -1, -1, 1.0, 12
5: CN(C(=O)COC(=O)CN1C(=O)c2ccccc2C1=O)c1c(N)n(Cc2ccccc2)c(=O)[nH]c1=O
 : -10, -12, 13, 5, -27, 3, -1, -0.2, -14
6: CC(C)(CO)NS(=O)(=O)c1ccc2c(c1)C(=O)c1cc(S(=O)(=O)NC(C)(C)CO)ccc1-2
 : -5, 10, -6, -8, -12, 1, -1, -1.4, 4
7: COc1cc(/C=C/C(=O)O)ccc1S(=O)(=O)N1CCCc2ccccc21
 : 13, -4, 26, 9, -3, -3, -4, -0.8, 7
8: Cc1cc(C)c2nc(-c3ccccn3)cc(C(=O)NCc3ccc(S(N)(=O)=O)cc3)c2c1
 : 13, 2, 54*, 15, -5, -2, 1, -0.8, 15
9: NCCNc1ccc([N+](=O)[O-])c(NC2CC2)c1
 : 6, 4, 4, 0, 15, 0, -3, -0.7, -3
10: O=C(Nc1sccc1C(=O)N1CCOCC1)c1cccnc1
 : 6, 0, -14, -19, 11, -2, 2, -0.1, 0
11: O=S(=O)(Oc1ccccc1)c1cccnc1
 : 6, 9, 2, 10, 8, 2, 3, -0.2, 6
12: Cc1onc(-c2ccccc2Cl)c1C(=O)N(C)CC(=O)Nc1ccc(F)c(F)c1F
 : 14, 5, 7, 2, 12, 0, -4, -0.2, 16
13: CNc1nc(C23CC4CC(CC(C4)C2)C3)cs1
 : 28, -5, 19, 33, 6, -2, -3, -1.7, 44
14: COc1ccccc1CNC(=O)COC(=O)c1ccc(Cl)nc1
 : -3, -4, 22, -5, -15, -5, -4, -1.7, 0
15: O=C(Cc1ccccc1)NCCSCc1ccco1
 : -8, -3, 1, 1, 2, 0, -6, -1.5, -5
16: Cc1nc(N[C@@H](Cc2ccccc2)C(=O)O)c2oc3ccccc3c2n1
 : 6, -1, 13, -14, 12, 2, -1, -0.9, 0
17: O=C(NCc1ccco1)C1(c2ccc(Br)cc2)CCCC1
 : 28, 1, 3, 0, 9, 0, -6, -0.6, 16
18: Cc1cnc(C(=O)Nc2ccc(N3CCCCC3)cc2)cn1
 : -17, -10, -92, 1, -27, -2, -1, 3.6, 6
19: COc1cc(/C=N/OCC(=O)NC2CCCCC2C)ccc1OCc1ccc(Cl)cc1 (stereo not drawn)
 : 11, 3, -104, 10, -17, 3, -2, 4.2, 2
20: CCC1=NN(C(=O)Cc2ccccc2)C(O)(c2ccncc2)C1 (stereo not drawn)
 : 28, -4, 2, -2, -20, -4, -1, -3.0, 15
21: Nc1ccc(C(=O)c2ccccc2C(=O)O)cc1Cl
 : 5, 5, 8, 6, -11, -2, -4, -0.6, 37
22: O=C(NCc1cccc(C(F)(F)F)c1)c1ccc(=O)[nH]c1
 : -6, 0, -5, -17, 2, 3, -1, -1.3, 7
23: O=C(NCCCCCCNC(=O)c1ccccc1O)c1ccccc1O
 : -21, 0, 20, -54, -19, -7, -4, -1.1, 5
24: O=C(c1c[nH]c(=O)n(-c2ccccc2)c1=O)N1CCc2ccccc21
 : 9, -7, 13, 0, 19, 1, 0, 0.7, 3
25: COc1ccc(NC(=O)c2oc3ccccc3c2NC(=O)C2CC2)cc1
 : 23, 3, -6, 19, 9, 2, -1, 1.1, 18
26: CCOC(=O)C1=NN(C(=O)c2cccc(Br)c2)C(O)(C(C)(C)C)C1 (stereo not drawn)
 : 24, ., 7, 20, 14, 3, -5, 0.8, 36
27: O=C(CC1C(=O)N(c2ccc(F)cc2)C(=O)N1Cc1ccccn1)Nc1ccccc1 (stereo not drawn)
 : 9, -4, -6, 0, -2, 0, 5, -1.5, 14
28: COc1ccc(/C(N)=N/OC(=O)CN(C)S(=O)(=O)c2ccccc2)cc1
 : -9, -9, 7, -17, -22, -1, 1, -1.2, -7
29: CC(=O)Nc1ccc(NCN2C(=O)C3C4CCC(C4)C3C2=O)cc1 (stereo not drawn)
 : 10, 1, -12, 3, 6, -4, 0, -1.2, 12
30: O=C(c1cc(O)c(O)c([N+](=O)[O-])c1)c1ccccc1F
 : 10, 11, 20, 3, 19, -2, 0, 0.5, 9
31: COc1cc(S(=O)(=O)n2ccc(C)n2)c(OC)cc1Cl
 : 19, -3, -1, -1, -14, 0, 0, 1.4, 11
32: CCN(CC)CCN1C(=O)C(=O)/C(=C(/O)c2c(C)[nH]c(C(=O)OC)c2C)C1c1ccc(C)o1 (stereo not drawn)
 : -8, -4, 9, -11, -5, 1, -5, -2.0, -15
33: O=C(CCCc1nc(-c2ccccc2Cl)no1)NC1CCCC1
 : 29, 4, 2, -1, -8, -9, -2, -10, 12
34: COc1ccc(N(CC(=O)N/N=C/c2ccc(C(=O)O)cc2)S(=O)(=O)c2ccc(NC(C)=O)cc2)cc1
 : 20, -3, -13, 9, -14, 1, 0, 0.8, 14
35: O=C(CSc1nnc(-c2ccccc2)c(-c2ccccc2)n1)NCc1ccco1
 : 34, 10, -6, 16, 2, -1, -3, -1.2, 9
36: Cc1ccc2[nH]c(=O)c(CC(=O)O)c(-c3ccccc3)c2c1
 : 6, -7, 22, -4, 12, -1, -1, 2.5, 16
37: CC(C)[C@H](NC(=O)c1ccccc1F)C(=O)Nc1ccc(F)c(F)c1
 : 18, 1, -1, -10, -5, 4, -1, -0.4, 14
38: COc1ccc(OC)c(Cc2nnc(CCC(=O)NC3CCCC3)o2)c1
 : 4, -8, -22, 0, 21, 2, -2, 1.8, 17
39: O=S(Cc1ccc(Cl)cc1)CC(O)COCc1ccc(Cl)cc1 (stereo not drawn)
 : 13, -9, 24, -2, 4, 0, 7, 0.3, 15
40: COc1ccccc1CNC(=O)C(C)NS(=O)(=O)c1ccccc1 (stereo not drawn)
 : 6, -6, 15, -6, 2, -3, -4, -4.6, 4

Continued; it opens with the 2 that closed the last part.
Each structure is followed by: tim10-1 inh, CXCR6 inh, Mdm2 MdmX PPI, TIM10 inh, APJ antag, XBP1 UPR activ, APJ agonist, UPR CHOP act, tim23-1 inh
39: O=S(Cc1ccc(Cl)cc1)CC(O)COCc1ccc(Cl)cc1 (stereo not drawn)
 : 13, -9, 24, -2, 4, 0, 7, 0.3, 15
40: COc1ccccc1CNC(=O)C(C)NS(=O)(=O)c1ccccc1 (stereo not drawn)
 : 6, -6, 15, -6, 2, -3, -4, -4.6, 4
41: O=C(COC(=O)[C@@H]1CCCN1S(=O)(=O)c1ccc(Cl)cc1)NC1CCS(=O)(=O)C1 (stereo partly drawn)
 : 22, 1, -21, 2, -5, 2, -2, 0.8, 3
42: c1ccc(-c2noc(CN3CCc4sccc4C3)n2)cc1
 : 38, -4, -18, -17, -4, 4, -1, 1.4, 50
43: O=C(COC(=O)CNC(=O)c1ccco1)Nc1ccccc1OC(F)F
 : 7, -4, -14, 12, 4, 0, -4, 1.5, 12
44: Cn1cccc1C(=O)NC(=O)COC(=O)C12CC3CC(CC(O)(C3)C1)C2
 : 19, -9, -16, 12, -4, -2, -2, -3.3, 16
45: Cc1nn(C)c(NC(=O)c2ccc([N+](=O)[O-])cc2)c1Cl
 : -2, -19, -9, 23, -1, -2, 5, -1.3, 11
46: Cc1ccc(CN2[C@@H]3c4ccccc4C[C@@H]3OCCS2(=O)=O)cc1
 : 38, -2, -17, -9, 1, 1, 4, 1.1, 8
47: CN(C)S(=O)(=O)c1ccc2c(c1)nc(CCC(=O)Nc1ccc(N3CCOCC3)cc1)n2C
 : 9, 13, 10, -6, -15, -3, -1, -0.3, 1
48: C[C@H](NC(=O)c1ccccc1Cl)C(=O)OCC(=O)N1CCN(c2ccccc2)CC1
 : 3, -9, 21, -8, 15, 2, 0, 0.8, 2
49: COc1ccc(NC2CCCN(C(=O)CSc3ccccc3)C2)cc1OC (stereo not drawn)
 : 25, -13, 12, 3, -23, -3, 3, -0.6, 8
50: CCc1nc2c(c(=O)[nH]1)C(CC)(CC)Cc1ccccc1-2
 : 9, -10, 14, -2, 7, 0, 1, 1.4, 17
51: COc1cc(O)c(C(CCN2CCN(c3ccccc3)CC2)c2ccc3c(c2)OCO3)c(OC)c1 (stereo not drawn)
 : 19, 4, 21, 13, -39, -1, 2, 3.3, 26
52: CCCCN(C)CCNC(=O)CCNC(=O)Cn1ccc2ccccc2c1=O
 : 9, -8, 14, -36, -32, 4, 0, -1.2, 10
53: Cc1c(NC(=O)C(C)OC(=O)COc2cccc3c2OC(C)(C)C3)c(=O)n(-c2ccccc2)n1C (stereo not drawn)
 : 14, -12, 2, 6, 6, -4, 4, -1.4, 11
54: NS(=O)(=O)c1ccc2nc(NC(=O)Nc3ccccc3F)sc2c1
 : 0, -8, -214, 20, 19, -1, 4, 5.7, 14
55: COc1cccc(CC(=O)OCC(=O)N2CCN(c3ccc(F)cc3)CC2)c1
 : 0, 7, 20, -2, -2, -6, -4, -1.1, 6
56: O=C(CN1C(=O)COc2ccccc21)NCCN1CCc2ccccc2C1
 : -14, 0, 29, -7, -2, 14, -2, -0.7, -2

Compound activity as filed in PubChem.

Only part of the results is shown. The share of hits here may be higher or lower than overall.
